Bioassay records: PubChem, several laboratories
DAGLB inhibitor: diacylglycerol lipase beta (human) inhibition. inhibition, % at 5.17 µM. AID 504411. Q8NCG7. 340,000 compounds, 0.059% hits. HEK293T DAGLB membrane lysate, EnzChek fluorogenic substrate; in the data active = inhibition above about 34%;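 also: 0% = enzyme with vehicle and 100% = wells lacking enzyme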
RTF Ca sens inh: cardiac RTF calcium desensitization | inhibition, % at 7.15 µM | 340,000 compounds, 0.12% hits | IANBD-labeled cardiac RTF, Ca2+ fluorescence | AID 493244 | P19429+P45379;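 active = inhibition above the mean inhibition of all tested compounds plus 3 SD, cut at about 17% in these data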;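 also: assay run at fixed EC70 calcium of 1.6 mM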
NSD2 HMT inh: blocks human histone methyltransferase NSD2; O96028; NSD2 peptide methylation, AlphaScreen, 120 min; inhibition, % at 12.5 µM; 310,000 compounds, 0.54% hits; AID 743445; in the data active = inhibition above about 50%
LANA DNA inh: KSHV C-LANA DNA binding inhibition; MBP-C-LANA/FAM-LBS DNA binding, fluorescence polarization; inhibition, % at 9 µM; 340,000 compounds, 0.078% hits;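 active = highest replicate inhibition at or above 60% at 9 µM, even if other replicates fall short; inactive = all replicates below 60% inhibition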;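 also: 0% = neutral control wells and 100% = 4 µM acridine orange control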
SR-BI HDL uptake: inhibitors of mouse SR-BI mediated HDL lipid uptake. 320,000 compounds, 0.96% hits. ldlA[mSR-BI] CHO cells, DiI-HDL uptake fluorescence, 3 h. Q61009. inhibition, % at 12.5 µM;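 active = mean replicate inhibition of at least 70% and a set share of replicates each scoring 70 or more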;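 also: 0% = median of neutral control wells and 100% = median of positive control wells; values of inactives mirror those of a sister screen read the other way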
Target sequence (Q61009 whole entry, looked up): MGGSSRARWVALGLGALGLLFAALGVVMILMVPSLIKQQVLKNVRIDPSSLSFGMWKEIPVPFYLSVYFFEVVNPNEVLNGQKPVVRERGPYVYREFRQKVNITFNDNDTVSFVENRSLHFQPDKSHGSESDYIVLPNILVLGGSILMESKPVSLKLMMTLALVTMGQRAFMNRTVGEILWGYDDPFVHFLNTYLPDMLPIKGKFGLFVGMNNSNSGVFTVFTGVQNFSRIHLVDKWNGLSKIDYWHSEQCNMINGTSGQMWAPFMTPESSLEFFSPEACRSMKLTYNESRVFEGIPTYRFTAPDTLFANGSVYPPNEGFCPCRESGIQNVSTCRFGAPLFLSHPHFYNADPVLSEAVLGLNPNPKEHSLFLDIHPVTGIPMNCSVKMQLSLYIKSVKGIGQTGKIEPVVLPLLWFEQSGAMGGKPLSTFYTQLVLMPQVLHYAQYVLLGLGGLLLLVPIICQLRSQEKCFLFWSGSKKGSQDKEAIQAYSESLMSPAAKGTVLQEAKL
PKA-R2B act: PKA-R2B complex activation; P22694+P31323; PKA-R2B holoenzyme dissociation, Cy5-IP20 fluorescence polarization; R2B truncated from residue 108, S112A mutant; 0% DMSO only, 100% 113 µM cGMP; activation, % at 11.4 µM; 340,000 compounds, 0.079% hits; AID 504700;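 active = activation above a cutoff set at the mean over all compounds plus 3 SD, cut at about 18% in these data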;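 also: higher means more holoenzyme dissociation and a rise in polarization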
Target sequence (P31323 whole entry, looked up, other chains not shown, the tested form may be a part): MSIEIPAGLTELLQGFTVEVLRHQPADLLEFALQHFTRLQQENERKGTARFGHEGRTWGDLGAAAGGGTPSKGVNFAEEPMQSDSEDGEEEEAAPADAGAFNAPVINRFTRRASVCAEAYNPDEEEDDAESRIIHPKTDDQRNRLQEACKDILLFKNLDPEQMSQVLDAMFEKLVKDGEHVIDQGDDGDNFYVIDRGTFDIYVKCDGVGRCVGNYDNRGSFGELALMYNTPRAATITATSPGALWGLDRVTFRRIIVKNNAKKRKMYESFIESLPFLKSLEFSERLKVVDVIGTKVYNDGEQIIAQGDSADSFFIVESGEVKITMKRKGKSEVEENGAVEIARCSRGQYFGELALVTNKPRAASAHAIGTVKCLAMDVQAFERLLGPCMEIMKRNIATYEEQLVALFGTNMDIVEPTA
Keap1-Nrf2 PPI: disrupts human Keap1 binding to Nrf2 peptide. Q14145. Keap1 Kelch-Nrf2 peptide fluorescence polarization, 1536-well. inhibition, % at 9.4 µM. 340,000 compounds, 0.15% hits; in the data active = inhibition above about 12%;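 also: human Keap1 Kelch domain with fluorescein labeled Nrf2 9mer peptide probe; 0% = neutral control wells and 100% = peptide positive control; higher means more block of Keap1 binding to Nrf2 peptide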
PvdQ inh: blocks Pseudomonas aeruginosa PvdQ acylase activity | purified PvdQ acylase, fluorescence plate reader | inhibition, % at 10 µM | 340,000 compounds, 0.063% hits; in the data active = inhibition above about 30%, passing the limit was not always enough;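 also: 0% = vehicle neutral wells and 100% = reference inhibitor wells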
SR-BI DiI-HDL act: SR-BI HDL lipid transfer activation | 320,000 compounds, 0.096% hits | activation, % at 12.5 µM | CHO ldlA[mSR-BI] cells, DiI-HDL uptake fluorescence, 3 h; 100 = double the neutral-control signal;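 active = mean replicate activation of at least 60% and every replicate at or above 60%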;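 also: 0% = median plate neutral-control signal and 100% = twice that signal; values of inactives mirror those of a sister screen read the other way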
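Test system: SR-BI-overexpressing, LDLR-lacking CHO cells; Medium: Ham's F12 with 0.5% BSA, HEPES 25 mM, pH 7.4; Schedule: 3 h, 37 °C; Technique: bottom-read fluorescence, 550/595 nm.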
Arrestin-AP2 inh: blocks beta-arrestin peptide binding to AP2 adaptin | FITC-arrestin peptide / GST-AP2 beads, flow cytometry; AP2 beta2 appendage carries R879A mutation | inhibition, % at 10 µM | 340,000 compounds, 0.31% hits | AID 504490;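 active = inhibition above a set limit, near 3 SD of compounds lacking own fluorescence, cut at about 54% in these data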;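 also: plate controls were DMSO wells for no effect and 5 µM unlabelled arrestin peptide for full effect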
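Material – GST-tagged AP2 beta2-adaptin appendage (R879A) on 4 µm glutathione beads · Probe or stimulus – fluorescein-tagged arrestin peptide at 50 nM final · Timing – 12 min plus 1 h, RT · Detection – bead flow cytometry, FITC channel · Read-out basis – inhibition as reduced fluorescein signal on beads, percent · Medium – PBS plus Tween 20 (0.05%) and BSA (0.1%)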
Numbers without * were called inactive; · = not tested or not shown.

SMILES	DAGLB inhibitor	RTF Ca sens inh	NSD2 HMT inh	LANA DNA inh	SR-BI HDL uptake	PKA-R2B act	Keap1-Nrf2 PPI	PvdQ inh	SR-BI DiI-HDL act	Arrestin-AP2 inh
N#CC1(NC(=O)COC(=O)/C=C/c2ccc3ccccc3n2)CCCCC1	0	-4	0	-1.5	-4	-7	-4	-7	4	-4
COc1ccc(CC(C)CC(=O)Nc2ccc(OC)cc2)cc1 (configuration not stated)	-3	0	-1	-1.4	6	-4	-3	9	-6	-1
CCc1nc(Nc2ccc(OC)c(OC)c2)c2nnn(Cc3ccccc3Cl)c2n1	-1	7	-2	2.4	53	0	4	-10	-53	-4
COc1ccc(CN(C)C(=O)c2ccc(NC(=O)CC3SC(N4CCCCC4)=NC3=O)cc2)c(OC)c1 (configuration not stated)	-3	-8	1	0.9	16	-6	0	5	-16	8
CN(C)C(CNS(=O)(=O)c1ccc(Cl)cc1F)c1ccco1 (configuration not stated)	0	0	3	0.4	2	-5	-3	-16	-2	-5
Cc1ccccc1/C=N/Nc1nc2ccccc2[nH]1	3	-3	0	0.2	12	-4	1	8	-12	8
O=C(CSc1nnc(-c2ccncc2)n1C1CCCCC1)Nc1ccccc1	3	4	-1	0.0	-18	5	-2	-13	18	1
Cc1cccc(C(=O)N/C(=C/c2ccco2)C(=O)N2CCCCCC2)c1	2	-4	5	0.3	2	5	1	7	-2	66*
CC(C)CC[n+]1ccn(-c2nc3ccccc3nc2[N-]S(=O)(=O)c2ccccc2)c1	0	-8	3	0.2	-17	-2	1	-15	17	4
CCCN1C(=O)/C(=C/c2ccccc2OCc2ccc(C(=O)O)cc2)NC1=S	5	5	6	-2.6	-3	3	3	9	3	28
COc1ccc(NC(=O)c2c(C)nn(Cc3ccccc3)c2C)cc1S(=O)(=O)N(C)C	-1	-13	18	-0.1	9	-3	1	-5	-9	25
CSC1=NCCN1C(=O)Cc1cccc2ccccc12	2	3	-4	-0.3	-21	-5	5	-4	21	1
CSCC[C@H](NC(=O)c1cccnc1)c1nnc2ccccn12	0	-6	-1	1.2	-5	0	-2	-17	5	-6
O=C(OCc1cc(=O)n2ccsc2n1)C1(c2ccc(Cl)cc2)CC1	-2	7	1	1.7	-3	-4	-6	16	3	0
CC(C)CC1Nc2ccc(C(=O)NCc3ccc4c(c3)OCO4)cc2NC1=O (configuration not stated)	2	-13	·	0.3	-3	-8	-5	-24	3	-2
COCCCNc1nc2c(c(=O)[nH]c(=O)n2C)n1CC(O)COc1ccccc1C (configuration not stated)	-1	-5	·	0.6	-4	2	2	-7	4	-8
O=c1nc(SCc2cccc(C(F)(F)F)c2)nc2ccccn12	2	-8	7	-2.8	-18	1	-3	-6	18	-5
CC1=C(C(=O)N2CCCC(N3CCN(c4ccccc4C)CC3)C2)OCCO1 (configuration not stated)	0	-1	-5	1.7	-1	-5	-1	-12	1	7
Cc1ccc(NC(=O)CCC(=O)N/N=C/c2ccco2)c(C)c1	1	-9	2	-0.1	5	5	-2	-8	-5	1
O=C(c1cnn(-c2nc3ccccc3s2)c1)c1ccccc1O	-7	7	-1	-1.5	-21	-14	-12	-11	21	-4
COC(=O)c1sc2nc(CN3CCOCC3)nc(N3CCOCC3)c2c1C	0	0	5	-0.3	-7	2	-5	-6	7	10
O=C(NCCc1ccc(Cl)cc1)C1CCN(C(=O)c2ccc(F)cc2)CC1	1	-12	-3	-0.6	·	13	0	9	·	6
CCN(c1ccccc1)S(=O)(=O)c1ccc(C(=O)Nc2ccccc2OC)cc1	-7	-4	-3	-2.0	47	5	-6	6	-47	27
COc1cc(N/C(N)=N/c2nc(C)cc(C)n2)cc(OC)c1	3	5	2	0.5	-9	1	-5	-16	9	12
CCC(=O)N/N=C/c1ccc(-c2ccc(Cl)cc2)o1	0	-4	0	1.4	28	0	-4	-3	-28	-9
Cc1cc(N)nc(=O)n1C1CC(O)C(CO)O1 (configuration not stated)	-2	-7	2	1.9	3	-2	-5	-21	-3	17
CCOc1cccc2cc(-c3csc(NC(=O)CCC(=O)NCCN4CCCCC4C)n3)c(=O)oc12 (configuration not stated)	2	-7	·	1.0	16	-9	-1	-10	-16	16
COc1ccc(C)cc1NC(=O)C(OC(=O)C1=NNC(=O)CC1)c1ccccc1 (configuration not stated)	-1	-2	0	0.4	7	-4	-8	-11	-7	-8
C=CCn1c(=O)c2c(nc(-n3nc(C)cc3C)n2C)n(C)c1=O	-4	-6	-1	0.9	-2	-1	-7	-7	2	7
Cc1nonc1NC(=O)CSc1ccc(-c2ccccc2)nn1	1	-9	3	-0.7	-15	10	-2	-8	15	-9
CCCn1c(=O)c2c(nc(Br)n2CCC)n(C)c1=O	-5	-22	-9	-3.0	4	-3	-8	-14	-4	-7
O=[N+]([O-])c1ccc(OCC(O)CNC2CCCC2)cc1 (configuration not stated)	0	1	7	0.8	·	4	1	-1	·	15
CCOc1cc(S(=O)(=O)NCCCn2ccnc2)ccc1Cl	-1	-5	-3	0.1	-4	4	1	-13	4	-10
C=CCC1NS(=O)(=O)O[C@H](CCCC)[C@@H]1O (some centres not stated)	2	-4	·	1.7	-11	2	2	-16	11	-1
COc1ccccc1NC(=O)COC(=O)c1cc2ccccc2cc1O	-5	-2	26	-0.8	6	1	-4	-17	-6	-1
Cc1ccc(S(=O)(=O)N2CCOCC(=O)NCCOCCNC(=O)COCC2)cc1	-2	-7	1	-0.2	-3	0	4	-8	3	2
COc1ccc(C(OC(=O)c2ccco2)C(=O)NC2CCCC2)cc1 (configuration not stated)	-1	1	-3	2.8	·	1	-1	3	·	28
COc1ccc(C2OC34CCCCC3C(C#N)(C#N)C2(C#N)C(=N)O4)cc1 (configuration not stated)	-1	-34	0	45	-8	-5	22*	-8	8	1
COc1cccc(-c2sc3ccc(OC)cc3c2C#CCC(C)O)c1 (configuration not stated)	-4	-7	·	-0.2	61	-10	-5	-14	-61	4
CCOc1c(Nc2ccc(C(C)C)cc2)c(=O)c1=O	0	-1	6	0.3	-33	-2	-1	-5	33	9
Cc1ccc2cc(CN(C(=O)c3ccco3)c3ccccc3)c(=O)[nH]c2c1	-14	-2	2	-1.4	-12	-1	-8	-13	12	5
CCC(C)C1Nc2ccc(C(=O)NCc3ccc4c(c3)OCO4)cc2NC1=O (configuration not stated)	4	4	3	-1.8	-5	-4	1	-7	5	-15
CCOC(=O)c1c(CC(C)C)csc1NC(=O)c1ccccc1C(=O)O	9	-12	0	-1.0	-21	-1	-6	1	21	4
COc1cc2cnc(-c3cccnc3)cc2cc1OC	2	-3	·	2.0	18	1	-8	-2	-18	-5
COc1ccc(Cl)cc1NC(=O)CN(C)C(=O)Cc1ccsc1	2	-3	0	-0.2	15	-9	1	-18	-15	-13
COc1ccc(N(C)C(=O)c2cn(CC(C)C)c(=O)c3cc(OC)c(OC)cc23)cc1	-3	-5	1	3.0	-22	4	-1	-21	22	-2
COc1ccccc1C(=O)NC(CCSC)C(=O)OCC(=O)NC(=O)NCc1ccco1 (configuration not stated)	2	3	-8	-0.4	-13	-1	-8	-12	13	-4
O=C(C1CCCO1)N1CCN(C(=S)Nc2ccc(Br)cc2)CC1 (configuration not stated)	-1	-6	-1	2.1	-27	-7	1	-11	27	-14
CCCn1c(SCC(=O)Nc2ccccc2C(=O)NC2CC2)n[nH]c1=O	2	-3	1	1.3	6	-4	-1	-5	-6	-8
CC(=O)Nc1cccc(C(=O)Nc2cccc3ncccc23)c1	-2	3	5	1.8	-7	-6	-1	2	7	-7
Cc1ccsc1/C=C(\C#N)C(=O)Nc1c(C)n(C)n(-c2ccccc2)c1=O	-3	6	-5	1.4	-5	-11	0	6	5	33
CCN1/C(=C2/OC(=S)N(C)C2=O)Sc2ccccc21	1	-7	-1	-0.8	6	6	1	-11	-6	-2
COc1ccc2nc3c(cc2c1)c(NC(=O)CC(C)C)nn3CC(C)C	-1	1	-4	-1.9	49	9	-3	2	-49	15
COc1ccc(OC)c2[nH]c(=O)c(CCNC(=O)c3cccs3)cc12	2	-3	-2	2.7	-18	7	-7	-11	18	-1
CCCc1ccc(OCc2ccc(C(=O)O)o2)c(OC)c1	3	-7	-1	1.2	-16	-2	-3	-17	16	-9
Cc1cccc(N2CCN(C(=O)c3nn(C)c4c3CS(=O)(=O)c3ccccc3-4)CC2)c1C	0	4	0	-0.6	34	9	4	-2	-34	-5
CCOC(=O)c1c(C)[nH]c(C(=O)OCC(=O)Nc2ccc(OCC)cc2)c1C	-3	-2	-1	-2.5	15	-16	-2	10	-15	18
CSc1cccc(NC(=O)CN(c2cc(C)ccc2C)S(C)(=O)=O)c1	0	-6	0	-0.1	0	-1	-3	-14	0	-13
Cc1ccc(C(=O)C(C)N2C(=O)NC(C)(c3ccccc3)C2=O)cc1 (configuration not stated)	0	3	0	0.7	-3	-3	3	6	3	17
O/N=C(\Cc1cscn1)c1ccc(O)cc1O	1	-10	-1	1.4	7	3	-1	-15	-7	3

4 compounds from above, sorted by length of the SMILES, low to high.
SMILES	DAGLB inhibitor	RTF Ca sens inh	NSD2 HMT inh	LANA DNA inh	SR-BI HDL uptake	PKA-R2B act	Keap1-Nrf2 PPI	PvdQ inh	SR-BI DiI-HDL act	Arrestin-AP2 inh
O/N=C(\Cc1cscn1)c1ccc(O)cc1O	1	-10	-1	1.4	7	3	-1	-15	-7	3
CCCc1ccc(OCc2ccc(C(=O)O)o2)c(OC)c1	3	-7	-1	1.2	-16	-2	-3	-17	16	-9
CCN1/C(=C2/OC(=S)N(C)C2=O)Sc2ccccc21	1	-7	-1	-0.8	6	6	1	-11	-6	-2
COc1ccccc1C(=O)NC(CCSC)C(=O)OCC(=O)NC(=O)NCc1ccco1 (configuration not stated)	2	3	-8	-0.4	-13	-1	-8	-12	13	-4

Carrying on:
SMILES	DAGLB inhibitor	RTF Ca sens inh	NSD2 HMT inh	LANA DNA inh	SR-BI HDL uptake	PKA-R2B act	Keap1-Nrf2 PPI	PvdQ inh	SR-BI DiI-HDL act	Arrestin-AP2 inh
CCSc1ccc([C@@H]2[C@H]3C(=O)N(CC)C(=O)[C@H]3[C@]3(C(=O)OC)CCCCN23)cc1OC	-6	0	·	0.1	-9	-8	3	-12	9	22
CC(C)(C)NCC1(CO)SC(N)=NC1=O (configuration not stated)	0	-8	3	-0.1	-16	3	-3	-4	16	-2
O=c1c2nncn2c2cccnc2n1CCNc1ncc(C(F)(F)F)cc1Cl	2	-1	2	0.5	·	-6	4	-4	·	-17
Cc1ccc(OP(=O)(Nc2c(C)n(C)n(-c3ccccc3)c2=O)Oc2ccc(C)cc2)cc1	0	-5	0	-1.7	29	4	-2	-9	-29	-2
O=c1c2ccccc2nc2oc3ccccc3n12	-2	-1	-2	0.3	-16	-6	2	1	16	-4
COc1ccc(C2C=C(c3ccc(Br)cc3)Nc3nc(N4C(=O)CCC4=O)nn32)cc1 (configuration not stated)	1	-10	0	1.8	-16	-5	2	-2	16	5
